Screening data from PubChem BioAssay.
Rtt109 Vps75: blocks Candida albicans Rtt109/Vps75 acetyltransferase activity; purified Rtt109/Vps75, ThioGlo CoA-SH fluorescence, 4 h; inhibition, % at 34.9 µM; actives 0.16% (n = 330,000); AID 540336;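 active = inhibition of at least 50% in every replicate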
Cardiac RTF inh: cardiac RTF calcium desensitization | IANBD-labeled cardiac RTF, Ca2+ fluorescence | actives 0.12% (n = 340,000) | inhibition, % at 7.15 µM | AID 493244;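 active = inhibition above the mean inhibition of all tested compounds plus 3 SD, cut at about 17% in these data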;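 also: assay run at fixed EC70 calcium of 1.6 mM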
C-LANA FP: blocks KSHV LANA C-terminal domain binding to DNA; AID 504423; actives 0.078% (n = 340,000); inhibition, % at 9 µM; MBP-C-LANA/FAM-LBS DNA binding, fluorescence polarization;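 active = highest replicate inhibition at or above 60% at 9 µM, even if other replicates fall short; inactive = all replicates below 60% inhibition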;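 also: 0% = neutral control wells and 100% = 4 µM acridine orange control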
Keap1 Nrf2 FP: inhibitors of human Keap1-Nrf2 protein-protein interaction; Q14145; Keap1 Kelch-Nrf2 peptide fluorescence polarization, 1536-well; inhibition, % at 9.4 µM; actives 0.15% (n = 340,000); AID 504523; in the data active = inhibition above about 12%;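 also: human Keap1 Kelch domain with fluorescein labeled Nrf2 9mer peptide probe; 0% = neutral control wells and 100% = peptide positive control; higher means more block of Keap1 binding to Nrf2 peptide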
DAGLB inh: blocks human DAGLB lipase activity; inhibition, % at 5.17 µM; HEK293T DAGLB membrane lysate, EnzChek fluorogenic substrate; Q8NCG7; AID 504411; actives 0.059% (n = 340,000); in the data active = inhibition above about 34%;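 also: 0% = enzyme with vehicle and 100% = wells lacking enzyme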
Target sequence (Q8NCG7 whole entry, looked up): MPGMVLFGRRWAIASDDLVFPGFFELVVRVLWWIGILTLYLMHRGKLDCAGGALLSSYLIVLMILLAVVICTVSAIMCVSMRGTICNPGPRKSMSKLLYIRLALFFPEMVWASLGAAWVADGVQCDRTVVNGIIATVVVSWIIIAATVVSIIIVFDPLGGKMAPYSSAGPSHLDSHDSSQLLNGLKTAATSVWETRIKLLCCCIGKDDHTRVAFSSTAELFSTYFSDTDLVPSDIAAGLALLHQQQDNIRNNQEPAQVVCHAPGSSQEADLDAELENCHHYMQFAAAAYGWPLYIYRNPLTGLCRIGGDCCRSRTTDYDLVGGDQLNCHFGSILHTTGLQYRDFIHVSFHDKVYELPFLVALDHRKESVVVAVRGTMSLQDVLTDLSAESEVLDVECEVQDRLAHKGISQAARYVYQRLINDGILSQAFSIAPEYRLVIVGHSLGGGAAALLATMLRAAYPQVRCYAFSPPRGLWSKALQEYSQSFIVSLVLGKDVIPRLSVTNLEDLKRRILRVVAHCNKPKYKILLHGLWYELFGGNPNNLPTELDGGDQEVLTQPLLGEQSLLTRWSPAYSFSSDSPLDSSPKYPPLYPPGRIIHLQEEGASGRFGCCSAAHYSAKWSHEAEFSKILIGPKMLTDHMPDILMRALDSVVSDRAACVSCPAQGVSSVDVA
RTF Ca sens act: cardiac RTF calcium sensitization | P19429+P45379 | IANBD-labeled TnC RTF fluorescence at EC20 calcium; 0% EC20 calcium, 100% full calcium | activation, % at 7.2 µM | actives 0.24% (n = 340,000);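 active = activation above the mean over all tested compounds plus 3 SD, cut at about 30% in these data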;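 also: rise in fluorescence read as greater calcium sensitivity of cardiac thin filaments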
PKA-R2B act: PKA-R2B complex activation. P22694+P31323. PKA-R2B holoenzyme dissociation, Cy5-IP20 fluorescence polarization; R2B truncated from residue 108, S112A mutant; 0% DMSO only, 100% 113 µM cGMP. activation, % at 11.4 µM. actives 0.079% (n = 340,000);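 active = activation above a cutoff set at the mean over all compounds plus 3 SD, cut at about 18% in these data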;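 also: higher means more holoenzyme dissociation and a rise in polarization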
Target sequence (P31323 whole entry, looked up, other chains not shown, the tested form may be a part): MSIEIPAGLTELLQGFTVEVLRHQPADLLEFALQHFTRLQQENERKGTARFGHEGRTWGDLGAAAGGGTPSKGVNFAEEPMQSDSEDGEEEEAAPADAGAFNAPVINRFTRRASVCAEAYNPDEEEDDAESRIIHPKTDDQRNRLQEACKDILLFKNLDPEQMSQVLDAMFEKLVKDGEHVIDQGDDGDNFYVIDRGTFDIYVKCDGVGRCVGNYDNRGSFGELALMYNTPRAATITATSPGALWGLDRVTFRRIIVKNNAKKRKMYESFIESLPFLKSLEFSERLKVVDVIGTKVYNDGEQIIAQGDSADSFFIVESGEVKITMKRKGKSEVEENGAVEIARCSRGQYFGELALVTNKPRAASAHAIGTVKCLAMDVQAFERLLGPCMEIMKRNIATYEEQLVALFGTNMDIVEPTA
CAL PDZ FP-1: blocks peptide binding to human CAL PDZ domain | purified CAL PDZ, TMR-peptide fluorescence polarization, 1 h | inhibition, % at 20 µM | actives 0.02% (n = 330,000) | AID 504414;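 active = highest replicate inhibition of at least 40%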;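 also: plate controls were DMSO neutral control wells for no effect and unlabeled competitor peptide control wells for full effect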
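Test system: purified CerCALP PDZ construct; Compound dosing: one concentration, 20 µM compound; Also added: TMR-labelled reporter peptide T*-PRC34 bound in PDZ groove; Read-out: inhibition from polarization loss; Controls: unlabelled peptide and DMSO controls; Signal: FP readout, S and P plane fluorescence; Incubation: 1 h at RT.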
CAL PDZ FP-2: inhibitors of human CAL PDZ peptide binding. Q9HD26. purified CAL PDZ, TMR-peptide fluorescence polarization, 1 h. inhibition, % at 24.9 µM. actives 0.92% (n = 300,000). AID 602252;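 active = mean inhibition of at least 30% with at least half of replicates also reaching 30%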;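 also: 0% = DMSO neutral control and 100% = excess unlabeled competitor peptide PRC23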
SR-BI DiI-HDL act: SR-BI HDL lipid transfer activation | CHO ldlA[mSR-BI] cells, DiI-HDL uptake fluorescence, 3 h; 100 = double the neutral-control signal | activation, % at 12.5 µM | actives 0.096% (n = 320,000);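 active = mean replicate activation of at least 60% and every replicate at or above 60%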;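 also: 0% = median plate neutral-control signal and 100% = twice that signal; values of inactives mirror those of a sister screen read the other way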
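System: CHO ldlA[mSR-BI] cells / Medium: HEPES-buffered (25 mM, pH 7.4) F12 plus 0.5% BSA / Probe or stimulus: labelled HDL, 10 µg/mL / Doses: single compound concentration, delivered by pin transfer / Schedule: 3 h, 37 °C / Measured by: DiI fluorescence, bottom read / Measure: cell-associated DiI fluorescence as measure of HDL uptake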
Starred values were filed as active, the others as inactive; . = no result given.

SMILES	Rtt109 Vps75	Cardiac RTF inh	C-LANA FP	Keap1 Nrf2 FP	DAGLB inh	RTF Ca sens act	PKA-R2B act	CAL PDZ FP-1	CAL PDZ FP-2	SR-BI DiI-HDL act
COc1ccc(N(C)S(=O)(=O)c2cccc(C(=O)Nc3ccc4c(c3)OCCO4)c2)cc1	19	-6	-0.9	4	-4	-1	-2	0.1	3	-14
O=C(OCC#CCSc1nc2ccccc2o1)c1ccco1	-5	-8	1.2	4	-7	7	-4	-2.7	-2	28
Cc1ccc(CCNC(=O)C2CCN(S(=O)(=O)c3ccc4c(c3)oc(=O)n4C)CC2)cc1	-2	-11	2.3	1	2	5	11	-0.2	-1	0
Cc1cc(N2CCN(C)CC2)nc2ccc(NC(=S)N3CCC4(CC3)OCCO4)cc12	1	-2	-0.6	1	-1	-1	2	-2.5	-3	22
Cc1ccc(C2CC(C(F)F)n3ncc(C(=O)Nc4c(C)nn(Cc5c(F)cccc5Cl)c4C)c3N2)cc1 (stereo not drawn)	7	-3	-0.5	-2	0	2	17	-0.3	-1	-12
CCSc1sccc1C1C(C#N)=C(N)N(c2cccnc2)C2=C1C(=O)CC(C)(C)C2 (stereo not drawn)	5	-2	-0.6	-2	2	8	-5	0.9	-7	6
O=C(/C=C/c1ccc([N+](=O)[O-])cc1)NCCOc1ccc(F)cc1	1	5	-1.5	-4	-1	2	-3	-1.1	-6	28
Cc1cccc(OCCOC(=O)Nc2ccccc2)c1	1	10	-1.7	2	-7	-2	-11	-2.9	-1	23
CCOc1ccc2[nH]c(O)c(NC(C)=O)c2c1	0	2	-1.3	6	3	5	-4	-1.9	-2	-1
CN(c1ccccc1)S(=O)(=O)c1cccc(NC(=O)CCNC(=O)c2ccccc2)c1	8	8	14	0	-1	0	1	-0.6	7	-13
CCOc1ccc(N(CC(=O)O)S(=O)(=O)c2ccc(F)cc2)cc1	-8	-1	0.1	-3	-2	1	-1	-1.3	.	6
CCN(CC(=O)Nc1ccc(NC(C)=O)cc1)C(=O)CCCSc1nc2ccccc2[nH]1	3	-15	-0.8	-1	-1	-6	-6	-0.5	.	-1
COCCN(C(=O)Cc1cccs1)C(C(=O)NCc1ccc(OC)cc1)c1ccccc1 (stereo not drawn)	2	-6	1.4	2	0	0	8	0.6	-3	53
O=C(NCCN1CCOCC1)c1cn(CCc2ccccc2)nn1	-6	5	-1.7	-7	-4	-7	4	-2.6	-3	9
COc1ccc(CC(=O)NNC(=O)c2ccco2)cc1OC	6	-21	4.5	-5	-1	-1	-2	0.1	.	.
Cn1cc(Cl)c(C(=O)Nc2cnn(Cc3ccc(F)cc3)c2)n1	4	-10	-1.1	-1	0	4	0	0.2	16	22
CCOc1c(Cl)cc(C(=O)Nc2ccccc2C(=O)O)cc1Cl	11	-6	0.2	1	12	-1	-2	-3.3	-8	-12
COc1ccc(Cl)cc1NS(=O)(=O)c1cccc(C(=O)NCC2CCCO2)c1 (stereo not drawn)	-2	0	0.5	0	2	-2	4	-2.3	-5	2
CN(CC(=O)Nc1ccc2c(c1)OCCO2)CC(=O)Nc1ccc(F)c(F)c1F	2	-7	-2.1	-3	-1	-3	4	-1.2	-4	.
CC(=O)N1CC(C)Sc2ccc(S(=O)(=O)NCCc3ccc(C)cc3)cc21 (stereo not drawn)	7	-4	-1.0	1	-2	2	2	0.2	-1	11
COc1cccc2c3c(c(C)nc12)CC(C)O3 (stereo not drawn)	-2	1	0.6	2	-2	4	-11	0.8	-2	3
Fc1ccc(CSc2ncnc3c2ncn3C2CCCCO2)cc1 (stereo not drawn)	1	-9	1.0	1	-1	1	-10	0.0	0	13
O=C(NC1CC1)C1CCN(C2CCN(C(=O)/C=C/c3cccc(F)c3F)CC2)CC1	2	-2	1.7	-8	0	1	-1	-2.9	-1	8
CCOc1cc(-c2cc(-c3ccccc3)nc(N)c2C#N)ccc1O	10	3	-0.3	-3	-3	-4	-1	-4.4	0	-34
Cc1cc(S(=O)(=O)N2CCOCC2)ccc1OCC(=O)N1CCCC1	-1	-12	-0.3	2	0	5	-4	-3.5	7	.
(more compounds)
SMILES	Rtt109 Vps75	Cardiac RTF inh	C-LANA FP	Keap1 Nrf2 FP	DAGLB inh	RTF Ca sens act	PKA-R2B act	CAL PDZ FP-1	CAL PDZ FP-2	SR-BI DiI-HDL act
N#Cc1ccsc1NC(=O)CN1CCOCC1	-1	-6	-1.8	-4	-3	0	-3	0.6	-2	.
COCCC(=O)N1CCC(Oc2ccc(C(=O)NCCc3cn[nH]c3)cc2)CC1	-2	-2	0.4	-4	-1	0	-7	1.5	8	17
CCOC(=O)c1ccc(NC(=O)Cn2nnc(-c3ccccc3C)n2)cc1	-19	-1	0.3	1	-9	-2	-3	-1.5	-3	31
Cc1c(NC(=O)Nc2ccc(Cl)cc2Cl)c(=O)n(-c2ccccc2)n1C	4	-12	0.0	1	2	2	-8	-0.4	-2	.
CN(CC(=O)Nc1ccc(Cl)c(C(F)(F)F)c1)C(=O)c1cnccn1	4	2	0.8	-1	-3	1	-11	-2.1	-6	7
O=S(=O)(c1ccc(NC(=S)NCCc2ccccc2)cc1)N1CCOCC1	11	-6	0.0	-3	0	6	-3	-0.8	3	-8
COc1ccc(CCNC(=O)CC2Nc3ccccc3NC2=O)cc1OC (stereo not drawn)	-9	-4	-0.8	-1	0	2	-11	0.3	.	-60
COc1ccc(OC)c(NC(=O)COC(=O)[C@H](Cc2ccccc2)NC(=O)c2ccco2)c1	-11	-10	-1.3	-6	-2	-3	-3	-0.3	-2	-19
Cc1ccc(SCCC(=O)N/N=C/c2ccccc2O)cc1	3	-1	-0.7	-5	1	-4	-6	-2.0	-5	0
COc1ccc(-n2c(COc3ccc(C)cc3)n[nH]c2=S)cc1	8	-4	2.7	3	0	0	5	.	-4	-20
CCN1CCN(Cc2coc3ccc(C)cc3c2=O)CC1	-2	-6	1.4	-8	-1	3	-5	.	0	10
Oc1ccccc1CNCc1ccccc1	3	-6	-0.4	1	-1	-2	-5	-1.8	-5	19
Cc1cccc(OCc2nnc(SCC(=O)N(C)C3CCCCC3)o2)c1	-2	-6	1.7	3	-4	1	-2	-2.9	-4	3
COc1cccc(OC)c1C(=O)Nc1c(C(=O)N2CCN(C)CC2)oc2ccccc12	-4	0	-0.7	-2	0	3	2	-0.6	-4	13
O=C(O)c1ccc(Cn2cnc3c(=S)nc[nH]c32)cc1	1	4	0.4	1	-1	4	-3	-0.5	1	20
COC(=O)c1ccc(COc2ncnc3ccccc23)o1	0	-9	0.4	-3	-3	-1	-1	-1.5	.	8
COc1cc2c(c(O)c1OC)C(=O)C(OC)CCC2 (stereo not drawn)	5	-3	-0.3	0	-1	0	-6	-0.1	4	-7
Cc1ccc(CNC(=O)C2CCCN(c3nc(C)cc(C)n3)C2)cc1 (stereo not drawn)	-12	-8	-0.1	1	-5	5	-3	-0.8	1	30
CCCCn1c(N)c(N(CC(C)C)C(=O)COC(=O)Cc2c(C)nc3ccccc3c2C)c(=O)[nH]c1=O	3	-4	-0.8	-2	-1	-1	0	-2.9	-4	3
Nc1ccc2c(c1)C(=Cc1cccnc1)c1ccccc1-2	-5	-2	0.2	-8	12	-4	-8	-0.9	.	-11
CCCCn1c(=NC(=O)c2ccc3c(c2)OCO3)c(C#N)cc2c(=O)n3cccc(C)c3nc21	-7	-11	-5.1	0	3	5	3	-0.9	-2	6
CC1(c2ccc(OCC(N)=O)cc2)NC(=O)NC1=O (stereo not drawn)	4	9	1.3	-4	-3	-11	5	-1.8	5	11
CCOC(=O)c1cccc(NC(=O)CNC(=O)C2CCCCC2)c1	.	4	-1.3	-1	-1	3	-9	-1.3	-3	17
O=C(O)C1CCCCC1C(=O)NCc1cn2ccccc2n1 (stereo not drawn)	2	-1	-1.4	-2	0	1	7	0.2	-2	-2
O=C(NC1CCN(Cc2ccccc2)CC1)c1cc(S(=O)(=O)N2CCOCC2)ccc1Cl	7	-5	1.5	-1	0	-1	-2	-1.9	6	4

One compound at a time (already shown).
Record of CC1(c2ccc(OCC(N)=O)cc2)NC(=O)NC1=O (stereo not drawn) → Rtt109 Vps75 = 4; Cardiac RTF inh = 9; C-LANA FP = 1.3; Keap1 Nrf2 FP = -4; DAGLB inh = -3; RTF Ca sens act = -11; PKA-R2B act = 5; CAL PDZ FP-1 = -1.8; CAL PDZ FP-2 = 5; SR-BI DiI-HDL act = 11
Record of Oc1ccccc1CNCc1ccccc1 → Rtt109 Vps75 = 3; Cardiac RTF inh = -6; C-LANA FP = -0.4; Keap1 Nrf2 FP = 1; DAGLB inh = -1; RTF Ca sens act = -2; PKA-R2B act = -5; CAL PDZ FP-1 = -1.8; CAL PDZ FP-2 = -5; SR-BI DiI-HDL act = 19

The list goes on.
SMILES	Rtt109 Vps75	Cardiac RTF inh	C-LANA FP	Keap1 Nrf2 FP	DAGLB inh	RTF Ca sens act	PKA-R2B act	CAL PDZ FP-1	CAL PDZ FP-2	SR-BI DiI-HDL act
COc1ccc(-c2c(-c3ccccc3OC)oc3ccccc23)cc1F	-10	-4	-0.7	2	-17	0	-4	-0.5	0	-28
CN=C(Nc1ccc2c(c1)OCO2)SC1CC(=O)N(c2ccccc2)C1=O (stereo not drawn)	-1	-7	-0.1	0	0	-2	4	-2.3	0	-29
COc1ccc(C)cc1NC(=O)C(Sc1nnc(-c2ccncc2)n1-c1ccc(Cl)cc1)c1ccccc1 (stereo not drawn)	.	1	-0.2	-7	0	-2	-5	-1.8	-3	-61
CC(=O)OC(C(=O)NCc1ccco1)c1ccncc1 (stereo not drawn)	2	-6	1.9	-8	-2	7	1	-3.3	-3	31
Oc1ccc(N2CCN(C(c3cccs3)c3nnnn3CCc3ccccc3)CC2)cc1 (stereo not drawn)	15	0	-1.2	-4	6	-10	-12	0.6	0	-7
Cc1cc([N+](=O)[O-])nn1CCCC(=O)NC(C)c1ccccc1 (stereo not drawn)	47	-8	0.0	-1	-1	-1	1	-2.6	0	7
C=CCSc1ncc(-c2ccccc2)cn1	0	4	0.2	-2	-9	-1	7	0.3	6	-8
Cc1ccc(OS(=O)(=O)c2c(C)nn(C)c2Cl)c(C)c1	-2	-1	-0.6	-2	-7	-4	-8	-0.2	-3	5
COC(=O)c1sc(N2C(=O)c3oc4ccccc4c(=O)c3C2c2cccs2)nc1C (stereo not drawn)	-6	3	-0.1	3	-4	-4	-4	-0.9	3	-4
O=C(O)CCCC(=O)NNc1ncnc2ccccc12	15	-4	2.0	-2	2	8	3	-2.4	-3	30
Cc1ccccc1C(=O)N1CCC(C(=O)Nc2ccc(F)cc2)CC1	8	2	-0.8	-9	1	6	-2	-3.1	2	12
CN(C)S(=O)(=O)c1ccc(C(=O)NCc2nnc(SCC(=O)N3CCCC3)o2)cc1	-2	-3	0.0	-2	2	-3	2	-0.9	.	16
COc1ccc(NC(=O)Nn2cnnc2)cc1OC	-6	0	0.0	1	0	-8	0	-1.3	0	-6
Nc1ccc2c(=O)[nH][nH]c(=O)c2c1	2	-6	-0.7	-5	-1	8	-8	-0.5	2	22
